Source: PubChem
PAFAH2 FP inh = inhibitors of human PAFAH2. inhibition, % at 3.39 µM. Q99487. AID 492956. recombinant PAFAH2, FP-rhodamine activity probe, fluorescence polarization. 340,000 compounds, 0.99% hits;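 active = inhibition above the mean over all tested compounds plus 3 SD, cut at about 30% in these data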;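 note: inhibitors block probe labeling of enzyme so polarization drops; 0% = enzyme with DMSO and 100% = wells lacking PAFAH2 protein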
proCasp3 act = activators of human procaspase-3; recombinant procaspase-3 D3A, Ac-DEVD-pNA absorbance 405 nm; AID 463141; activation, % at 8.5 µM; P42574; 330,000 compounds, 0.11% hits;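 active = activation above the mean of all tested compounds plus 3 SD, cut at about 21% in these data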;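 note: 0% = DMSO alone and 100% = DMSO wells spiked with extra 5 µM PC-3 D3A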
Target sequence (P42574 whole entry D9A/D28A/D175A): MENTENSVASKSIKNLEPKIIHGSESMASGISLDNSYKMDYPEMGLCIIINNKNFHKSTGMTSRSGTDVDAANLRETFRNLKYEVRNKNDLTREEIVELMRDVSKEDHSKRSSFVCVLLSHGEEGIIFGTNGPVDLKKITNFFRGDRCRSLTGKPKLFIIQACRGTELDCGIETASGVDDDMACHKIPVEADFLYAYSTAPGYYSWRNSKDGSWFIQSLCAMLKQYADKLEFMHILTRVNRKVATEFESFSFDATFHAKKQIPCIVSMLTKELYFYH
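Technique: 405 nm absorbance of p-nitroaniline, reads at 0 and 120 min; Test system: Procaspase-3 D3A mutant; Incubation: 1 h enzyme-compound preincubation, then 2 h substrate reaction, 25 °C; Repeats: singlicate, each compound tested once; Benchmarks: low control DMSO wells, high control DMSO plus 5 µM PC-3 D3A.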
PP1 counter = counter-screen for PP5 inhibitors: inhibitors of human PP1-alpha; inhibition, % at 6.7 µM; AID 2235; 320,000 compounds, 0.9% hits; purified PP1alpha, OMFP fluorescence; P62136;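 active = inhibition above the mean inhibition of all tested compounds plus 3 SD, computed separately for each screening campaign, cut at about 15% in these data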
Target sequence (P62136 whole entry, looked up): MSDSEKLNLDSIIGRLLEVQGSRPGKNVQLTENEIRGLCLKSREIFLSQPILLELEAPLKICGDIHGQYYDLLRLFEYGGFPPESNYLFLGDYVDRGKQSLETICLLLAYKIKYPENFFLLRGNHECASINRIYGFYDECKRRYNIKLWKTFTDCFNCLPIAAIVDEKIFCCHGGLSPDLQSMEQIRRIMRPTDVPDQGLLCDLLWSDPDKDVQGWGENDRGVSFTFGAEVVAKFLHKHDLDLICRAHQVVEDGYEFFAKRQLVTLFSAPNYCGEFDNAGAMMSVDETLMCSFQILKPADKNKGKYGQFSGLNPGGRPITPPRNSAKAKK
PP5 inh = blocks human protein phosphatase 5 activity. P53041. purified PP5c, OMFP substrate fluorescence. inhibition, % at 6.7 µM. 320,000 compounds, 0.18% hits;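 active = inhibition above the campaign's mean inhibition across all tested compounds plus 3 SD, cut at about 9.5% in these data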;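 note: 0% = DMSO only and 100% = 100 µM cantharidin control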
procasp7 counter = counter-screen for procaspase-3 activators: activators of human procaspase-7. P55210. recombinant procaspase-7, Ac-DEVD-pNA absorbance 405 nm; D23A/D198A/D206A triple mutant, cannot self-cleave; scale: DMSO 0, 5 µM enzyme 100. activation, % at 8.5 µM. 330,000 compounds, 0.093% hits;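 active = percent activation above the screen-wide mean plus 3 SD, cut at about 25% in these data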
Target sequence (P55210 whole entry D23A/D198A/D206A): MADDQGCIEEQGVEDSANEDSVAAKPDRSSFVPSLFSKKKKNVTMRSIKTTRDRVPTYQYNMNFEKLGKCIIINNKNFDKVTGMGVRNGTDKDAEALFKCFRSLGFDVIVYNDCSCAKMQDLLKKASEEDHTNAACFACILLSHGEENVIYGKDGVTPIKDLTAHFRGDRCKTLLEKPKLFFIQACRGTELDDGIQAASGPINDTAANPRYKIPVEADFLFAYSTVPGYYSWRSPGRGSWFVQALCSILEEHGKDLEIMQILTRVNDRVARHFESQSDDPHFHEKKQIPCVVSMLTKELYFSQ
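Assay system – Uncleavable procaspase-7 mutant enzyme · Quantity – 2 µM procaspase-7 mutant as dispensed · Times – 1 h preincubation, 2 h reaction · Dosing – single nominal 8.5 µM compound dose, 0.8% DMSO final · Buffer or medium – Zinc-free 50 mM HEPES buffer, pH 7.4, with NaCl and Triton X-100 · Detection – Epi-absorbance of released pNA at 405 nm, two timepoints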
TPT1 inh = inhibitors of Candida albicans tRNA 2'-phosphotransferase TPT1. recombinant caTPT1, FP RNA substrate dephosphorylation. inhibition, % at 5 µM. 300,000 compounds, 0.81% hits;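 active = inhibition above the mean of all tested compounds plus 3 SD, set per screening campaign, cut at about 24% in these data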;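 note: plate controls were DMSO alone for no effect and ferristatin control at 100 nM for full effect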
AHR act = human AHR activation; P35869; AHR-responsive luciferase reporter cells, luminescence; activation, % at 5 µM; 320,000 compounds, 2.5% hits; in the data active = activation above about 47%;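 note: 0% = vehicle wells and 100% = reference agonist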
CTSL1 counter = cathepsin L1 inhibition, PFM18AAP counter-screen; AID 1906; 300,000 compounds, 0.49% hits; inhibition, % at 5.96 µM; recombinant F. hepatica cathepsin L1, Z-Leu-Arg-MCA fluorescence;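 active = inhibition above the mean of all tested compounds plus 3 SD, set per screening campaign, cut at about 17% in these data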;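 note: 0% = plate median of test compound wells and 100% = 1 µM Z-Phe-Ala-diazomethylketone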
core dimer inh = HCV core protein dimerization inhibition; TR-FRET GST/Flag-core106 dimerization, 1536-well; inhibition, % at 5 µM; 300,000 compounds, 0.33% hits;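 active = inhibition above the mean of all tested compounds plus 3 SD, set per screening campaign, cut at about 45% in these data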
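Assay system – GST-tagged and Flag-tagged HCV core protein residues 1-106 · Quantity – core106 proteins, GST 13.5 nM and Flag 17 nM · Benchmarks – unlabelled core106 and no-GST-core106 wells · Read-out basis – percent inhibition of core106 dimerization signal · Detection – time-resolved FRET, ex 340 nm, em 617 and 671 nm · Schedule – 4 h at 22.5 °C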
* hit, by the source's call; nt = no result given.

no.	canonical_smiles	PAFAH2 FP inh	proCasp3 act	PP1 counter	PP5 inh	procasp7 counter	TPT1 inh	AHR act	CTSL1 counter	core dimer inh
1	COc1ccc2[nH]c3c(=O)n(CCCCC(=O)NCCC(C)C)c(=S)[nH]c3c2c1	-3	7	1	-2.5	10	-3	5	6	5
2	CCN1CCN(C(c2cccs2)C(C)NC(=O)c2ccccc2OC)CC1 (stereo unspecified)	5	3	2	-2.2	8	0	0	-1	-6
3	O=C(COc1ncnc2ccccc12)N1CCN(c2ccccc2)CC1	3	0	-5	2.3	10	0	5	0	5
4	O=C(CCCOc1ccccc1)Nc1cccc(S(=O)(=O)N2CCCCCC2)c1	0	-3	2	3.8	3	nt	2	nt	nt
5	CCNCc1cc([N+](=O)[O-])ccc1OCC	-5	-1	1	-1.4	2	-6	0	8	-4
6	Cc1sc2ncn(CC(=O)NCCCC(=O)N3CCN(c4ccccn4)CC3)c(=O)c2c1C	4	-18	1	-3.4	-6	6	2	9	-8
7	O=C(CCc1ccccc1)Nc1ccc(F)c([N+](=O)[O-])c1	-2	2	1	1.8	0	1	5	-1	-3
8	O=C1NC(c2cn(-c3ccccc3)nc2-c2cccs2)C(C(=O)c2cccnc2)C(O)(C(F)(F)F)N1 (stereo unspecified)	-3	-2	-1	-0.8	12	-3	-2	0	-5
9	CCOC(=O)Cn1c(=NC(=O)CSC(C)=O)sc2cc(OC)ccc21	-3	-3	-2	1.7	-13	2	6	-11	0
10	C#CCSC1=C(C#N)C(c2cccs2)C(C(=O)OCC)=C(C)N1 (stereo unspecified)	6	-17	4	1.7	-20	7	15	4	31
11	Cc1cccc(N2C(=O)CSC23CCCCC3)c1	5	4	3	3.0	-5	0	1	0	-1
12	COc1ccc(Cc2nc3c4c(ncn3n2)Oc2ccc3ccccc3c2C4c2ccc(OC)c(OC)c2)cc1 (stereo unspecified)	-6	-5	-1	4.3	1	-2	19	-4	9
13	O=C(COc1ccc(S(=O)(=O)N2CCCCC2)cc1Cl)N1CCOCC1	2	7	-1	-0.5	-6	1	-1	7	-8
14	Cc1c(Cl)c([N+](=O)[O-])nn1CC(=O)NCC(C)C	6	-1	-4	-0.7	-6	0	0	4	2
15	CC(C)(C)OC(=O)C[C@H]1C/C=C\C[C@@H](CC(=O)N(CCO)Cc2ccccc2)C(=O)NC[C@H](c2ccccc2)OC1=O	4	9	nt	nt	13	nt	0	nt	nt
16	NC(=O)c1ccc2c(c1)OCCO2	12	7	-4	0.6	4	2	-1	3	-4
17	COc1ccc(C(=O)Nc2ccc(C(=O)N3CCC(C)CC3)cc2)cc1OC	3	0	-3	-0.5	6	0	1	4	6
18	O=C1CCc2cc(S(=O)(=O)Nc3ccccc3)ccc2N1	5	1	2	0.2	1	nt	0	nt	nt
19	C=CC[C@H](CC(=O)N(CCO)Cc1ccccc1)C(=O)N[C@H](COC(=O)[C@@H](CC=C)CC(=O)OC(C)(C)C)c1ccccc1	4	0	nt	nt	9	nt	0	nt	nt
20	CC1(C)NC(=O)N(CC(=O)N2CCC(Cc3ccccc3)CC2)C1=O	-1	-4	-2	1.9	-4	0	0	0	-1
21	CCOc1cc(/C=C2/C(=N)N3C=CSC3=NC2=O)ccc1OCCCOc1ccccc1C	10	4	6	2.2	5	3	12	1	6
22	COc1ccc(NC(=O)COC(=O)CCc2nc3ccccc3c(=O)[nH]2)c(OC)c1	-6	11	2	2.2	5	nt	0	nt	nt
23	Cc1ccc(SCc2[nH]nc3c2C(C(C)C)C(C#N)=C(N)O3)cc1 (stereo unspecified)	-1	-2	1	8.3	12	1	10	0	8
24	COC(=O)c1ccccc1NC(NC(=O)c1ccco1)C(=O)c1ccc(C)cc1 (stereo unspecified)	-5	4	-2	3.4	4	-1	3	-1	1
25	CCc1ccc(NC(=O)N(CCN2CCOCC2)C2CCN(C(C)=O)CC2)cc1	0	-7	1	0.6	0	-4	1	-5	-3
26	Oc1ccc(CCC2CCCCN2Cc2nc(C3CC3)no2)cc1 (stereo unspecified)	-4	9	-3	1.7	-4	-4	0	-3	0
27	O=S(=O)(Nc1cccc2ccccc12)N1CCCC1	0	-2	1	1.7	12	-4	5	0	3
28	COc1ccc(NS(=O)(=O)c2ccc(O)c(C(=O)OCC(=O)N3CC(C)OC(C)C3)c2)cc1 (stereo unspecified)	3	-11	-5	-0.8	7	0	1	1	0
29	CN1C2C=C3C(C#N)=C(N)C(C#N)(C#N)[C@@H](c4ccc(Cl)cc4)[C@@H]3C1CC2 (stereo partly specified)	5	-5	1	-0.1	-6	-6	40	0	4
30	COc1ccc(NC(=O)CCN2CCN(S(=O)(=O)c3ccc(Br)cc3)CC2)cc1	1	6	2	0.2	8	1	2	-1	3
31	COc1cc(-c2nnc(NC(=O)C3=COCCO3)o2)cc(OC)c1OC	0	-9	-4	-0.5	-1	-1	7	8	-4
32	Cc1ccc2c(c1)N(CC(=O)NCc1ccco1)C(=O)CO2	12	5	0	-0.7	10	-2	-8	3	-2
33	COCCn1c(N2CCN(c3ccccc3)CC2)nc2c1c(=O)n(C)c(=O)n2C	9	5	-4	-0.5	6	-2	1	-1	-1
34	Oc1ccccc1-c1cc(-c2ccccc2Cl)[nH]n1	-4	-3	4	4.3	6	1	96*	-1	-1
35	C/C=C/C=C/[C@H]1Cc2cc(O)cc(O)c2O1	nt	10	-4	-3.4	-12	-15	1	-2	29
36	CN(C)C(=O)CSc1nnc(-c2cccnc2)n1-c1ccccc1	7	2	-3	0.4	1	2	-1	0	0
37	O=C(CC(c1ccccc1)c1ccco1)N1CCOCC1 (stereo unspecified)	-4	3	-4	2.0	3	-1	-1	12	1
38	COc1cccc(CN(C)C(=O)C2CCN(S(=O)(=O)c3cccs3)CC2)c1OC	0	-2	2	-1.5	4	nt	0	nt	nt
39	OCn1c2ccccc2c2ccccc21	8	6	2	-0.9	0	-2	15	-4	5
40	Cc1nn(C)c(C)c1S(=O)(=O)N(CC(=O)NCc1ccco1)c1ccc(C(C)C)cc1	nt	2	-1	-0.8	7	4	-1	-2	-1
41	CCCN(C(=O)C1CCCN(c2ncnc3c2nc2n3CCCCC2)C1)c1ccc(F)cc1 (stereo unspecified)	6	7	-3	0.5	8	-3	5	5	4
42	CC(C)C(=O)Nc1nc2ccc(S(C)(=O)=O)cc2s1	4	0	1	-0.4	-2	-2	12	-1	4
43	CCCCNc1nc2c(S(=O)(=O)c3ccccc3)nnn2c2ccccc12	-19	5	1	1.7	8	1	4	-4	-80
44	O=C(Cn1[nH]c(=O)c2ccccc2c1=O)Nc1cccc(-c2nnc3n2CCCCC3)c1	-29	5	-4	-2.2	2	-3	3	-16	4
45	COc1cc(NS(=O)(=O)c2cc3[nH]c(=O)c(=O)[nH]c3cc2C)cc(OC)c1OC	-9	-2	1	5.7	0	1	6	-1	12
46	COc1ccc(-c2cc(C(=O)Nc3c(C)nn(Cc4ccc(Cl)cc4)c3C)no2)cc1	-1	9	-6	5.5	-3	0	-1	3	3
47	COc1ccc(C/C(N)=N/OC(=O)CCc2ccccc2)cc1	6	1	0	3.0	2	2	2	-4	-5
48	CCn1c2ccccc2c2nnc(SCC(=O)NC(CC(C)C)C(=O)OC)nc21 (stereo unspecified)	3	10	-6	0.6	3	-1	-5	-7	4
49	O=c1[nH]c(=O)n([C@H]2C[C@H](O)[C@@H](CO)O2)cc1I	0	5	-2	-2.1	10	-4	-1	1	17
50	COC(=O)c1ccc(NC(=O)COC(=O)CCC2CCCC2)cc1	12	-5	3	5.4	2	nt	0	nt	nt

The results go on:
no.	canonical_smiles	PAFAH2 FP inh	proCasp3 act	PP1 counter	PP5 inh	procasp7 counter	TPT1 inh	AHR act	CTSL1 counter	core dimer inh
51	CC1CCN(CCCNC(=O)CN2CCN(Cc3ccc(Cl)cc3)C2=O)CC1	-5	5	-3	1.3	3	2	-1	1	-20
52	Cc1nc(-c2cccc(S(=O)(=O)N3CCCCCC3)c2)cs1	7	2	-3	3.3	6	1	10	-8	7
53	Cn1c(=O)[nH]c(=O)c2c1nc(NCCCO)n2CCCc1ccccc1	6	0	-4	1.1	1	0	1	0	-9
54	CC(C)(O)[C@@H]1CC(=O)[C@]2(C)[C@H](CC[C@@]3(C)[C@H](c4ccoc4)OC(=O)[C@H]4O[C@]432)[C@@]1(C)/C=C\C(=O)O	3	11	-2	0.3	5	nt	-1	nt	nt
55	CN1CCN(CCC(=O)Nc2ccc3c(c2)OCO3)CC1	4	-6	4	1.5	5	-8	0	-1	-3
56	Cc1cc(C)c2c(CN3CCN(Cc4ccc5c(c4)OCO5)CC3)cc(=O)oc2c1C	9	10	0	0.8	11	5	4	0	6
